From PubChem
HepG2 tox – HepG2 cytotoxicity, counter-screen for TGF-b inhibitors; HepG2 CAGA-GFP viability, ATP luminescence, 18 h; Potency, µM (top dose mostly 46.1 µM), for inactives: top-dose activity change, negative = cytotoxicity, hits mostly cytotoxic; 410,000 compounds, 0.76% hits; AID 588856; note: potency is the fitted concentration of half-maximal effect; some results filed as inactive show a strong effect at the top dose
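CellTiter-Glo luminescence gave cytotoxicity after 18 hours at 37 degrees C. The cells were HepG2 CAGA-GFP in 1% FBS DMEM, stimulated with 500 pg/mL TGF-beta after compound addition. %Activity was normalised to no-cell wells (complete cell-killing) and DMSO (no toxicity), and curves were fitted and classified.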
HT1080NT lethal – kills 2HG-producing HT-1080-NT fibrosarcoma cells; 360,000 compounds, 1.6% hits; Potency, µM (doses to about 46.1 µM), for the others: top-dose activity, negative = less viability, most hits filed as cytotoxic; HT-1080-NT fibrosarcoma viability, CellTiter-Glo ATP luminescence, 48 h; AID 686970;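 note: NT is the 2HG producing partner of a matched IDH1 knockdown line; potency is the fitted concentration of half-maximal effect; 0% = DMSO-treated cells and -100% = media-only wells without cells; nearly all actives have a fitted effect of over 55% in size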
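Viability of the 2HG-overproducing fibrosarcoma line after 48 hours of compound exposure at 37 degrees C was determined by luminescence with CellTiter-Glo, and concentration-effect curves were then fitted and categorized.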
SW480 rerep – inducers of DNA re-replication in SW480 colon cancer cells; 340,000 compounds, 1.8% hits; Potency, µM (doses to about 46.1 µM), for the others: at the top dose re-replication activation, actives largely listed as activators; SW480 DNA re-replication, Hoechst DNA content imaging, 48 h; note: potency is the fitted concentration of half-maximal effect; % of control where 0% means no effect; nearly all actives have a fitted effect of over 55% in size
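Cells (250 per well) received 23 nL compound or DMSO by pin tool and were kept 48 hr at 37 C, 5% CO2. Nuclei were then stained with Hoechst for 40 min and scanned for DNA content.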
ATXN2 expr inh – ATXN2 expression inhibition | HEK-293 ATXN2-luciferase reporter, luminescence, 24 h | 360,000 compounds, 0.72% hits | AID 1745845 | Potency, µM (doses to about 57 µM), inactives show at the top dose activity change, negative = inhibition, usual class: inhibitors; note: potency is the fitted concentration of half-maximal effect; % is set by controls: 0 for no effect and ±100 for the full control effect; nearly all actives have a fitted effect of over 55% in size
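ATXN2-luciferase reporter cells (luciferase flanked by upstream and downstream ATXN2 gene portions) were treated 24 h at 37 °C with compounds at up to 57 uM. SteadyGlo luminescence gave expression; GF-AFC fluorescence gave viability.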
HT1080 IDH1KD tx – HT-1080 IDH1 knockdown cell toxicity (counter line); 360,000 compounds, 2% hits; Potency, µM (titrated, usually from 46.1 µM), without a hit: top-dose activity, negative = toxicity, usual class: cytotoxic; HT-1080 IDH1 knockdown viability, ATP luminescence, 48 h; AID 686971;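 note: potency is the fitted concentration of half-maximal effect; 0% = DMSO wells and -100% = cell-free medium wells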
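Knockdown cells (IDH1KD HT-1080) received compounds 2 h after plating at 750 cells/well and were kept 48 h at 37 °C in 5% FBS RPMI. A CellTiter-Glo luminescence read gave % activity for curve fitting.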
IL-1B inflam inh – inflammasome signaling inhibition, IL-1 beta readout; THP-1 LPS/ATP IL-1B secretion, AlphaLISA, 16 h; stronger effect = lower value; activity change, % at 57.5 µM; 360,000 compounds, 4.7% hits; in the data active = activity change below about -50%; inconclusive = mostly about -30% to -49%; note: % is set by controls: 0 for no effect and ±100 for the full control effect
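THP-1 cells pretreated 1 hr with compounds (up to 57.5 uM final), then stimulated with LPS (250 ng/mL final) plus ATP (1.25 mM final); secreted IL-1B measured by AlphaLISA after 16 hr, decreased signal indicating inhibition.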
S2 tox – reduces viability in counter-screen for ATXN expression inhibitors; Potency, µM (top dose mostly 56.7 µM), actives largely listed as cytotoxic; 400,000 compounds, 0.49% hits; AID 651635; S2 cells (HEK-293 line with an ATXN2-luciferase reporter) viability, CellTiter-Fluor protease fluorescence, 24 h; note: potency is the fitted concentration of half-maximal effect; nearly all actives have a fitted effect of over 40% in size
KB-3-1 cytotox – kills parental KB-3-1 adenocarcinoma cells; KB-3-1 viability, CellTiter-Glo ATP luminescence, 72 h; 400,000 compounds, 1.4% hits; Potency, µM (highest dose often 46.1 µM), for the others: at the top dose activity change, negative = cytotoxic, hits mostly cytotoxic; note: potency is the fitted concentration of half-maximal effect; % is set by controls: 0 for no effect and ±100 for the full control effect; nearly all actives have a fitted effect of over 60% in size
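Here the drug-naive KB-3-1 line serves as comparator for MDR sub-line selectivity; cells received compound titrations, 72 h at 37 °C, then CellTiter-Glo readout.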
MCF10A rereplic – inducers of DNA re-replication in MCF 10A breast cells. MCF 10A DNA re-replication, Hoechst nuclear intensity, 48 h. Potency, µM (top dose mostly 46.1 µM), for inactives: top-dose activity, positive = re-replication, actives largely listed as activators. 350,000 compounds, 2.9% hits; note: potency is the fitted concentration of half-maximal effect; % of control where 0% means no effect; nearly all actives have a fitted effect of over 50% in size
An asterisk follows results filed as active; i = inactive; ? = inconclusive; · = no result given; [ ] = another dose, or the depositor's remark. Unless noted, calls come from the whole dose curve; as a rule, active = well fitted curve in the direction sought with a large enough effect; inconclusive = small, poorly fitted or top-dose-only effect, or another doubt; inactive = no such curve, though single readings can be large; an effect the other way counts as inactive or inconclusive.

mol	HepG2 tox	HT1080NT lethal	SW480 rerep	ATXN2 expr inh	HT1080 IDH1KD tx	IL-1B inflam inh	S2 tox	KB-3-1 cytotox	MCF10A rereplic
Cn1c(=O)n(C)c2cc(CNCc3ccccc3Cl)ccc21	-7%	·	·	11%	·	·	i	-10%	·
CC(C)OC(=O)c1ccc(COC(=O)c2cccc(-c3nnc(-c4ccccc4)o3)c2)cc1	-74%	19%	-1%	14%	16%	12	i	5%	19%
CCOC(=O)c1sc2ncn(/N=C/c3ccc(O)c(OC)c3)c(=O)c2c1C	14%	-13%	-4%	·	-6%	-2	?	3%	?
Cc1cc(-n2nc3ccc(Cl)cc3n2)c(O)c(C(C)(C)C)c1	·	·	6%	0%	·	·	i	·	-1%
Cc1ccc(N(CC(=O)NCc2ccc(F)cc2)S(=O)(=O)c2cccs2)cc1	-5%	10%	-2%	15%	-4%	-72*	i	0%	3%
Cc1ccc(-c2nnn(Cc3nc(N)nc(N4CCOCC4)n3)n2)cc1	-11%	9%	-18%	·	0%	43	·	11%	13%
CNS(=O)(=O)c1cccc(C(=O)OCC(=O)N2c3ccccc3NC(=O)C2(C)C)c1	-6%	2%	3%	·	-4%	11	i	2%	-2%
O=C(CCSc1ccccc1)NNC(=O)c1ccccc1F	2%	14%	?	-2%	8%	41	i	1%	10%
COc1ccc(-c2csc(C(O)c3ccc(F)c(F)c3)n2)cc1 (stereo unspecified)	-10%	-18%	·	-6%	?	6	i	0%	·
CC(C)(C)n1nc2c(c1NC(=O)Cc1ccc([N+](=O)[O-])cc1)CS(=O)(=O)C2	41%	7%	-2%	7%	7%	4	i	·	-11%
O=C(CCn1c(=O)[nH]c2ccsc2c1=O)N1CC(=O)N(CCc2ccccc2)C(=O)C1	-1%	9%	-2%	4%	1%	34	i	3%	2%
CC(C)OC(=O)CSc1nnc(COc2ccc([N+](=O)[O-])cc2)n1C	-10%	-1%	-2%	9%	-1%	-98*	·	-6%	1%
COc1ccc(CCNS(=O)(=O)CCNC(=O)c2ccc(OC)cc2)cc1	17%	1%	-4%	-2%	12%	-6	i	6%	2%
N#C/C(=C\c1ccccc1OCc1ccc(C(=O)O)cc1)C(=O)Nc1ccc(O)cc1	6%	-2%	3%	-10%	0%	?	i	5%	23µM*
COc1ccc(C2=Nn3c(nnc3-c3ccccc3OC)SC2)cc1OCC1CC1	-22%	·	2.3µM*	-33%	·	·	?	?	?
O=C(Nc1ccc(O)cc1)/C(=C/c1ccco1)NC(=O)c1ccccc1	0%	?	-24%	·	-8%	8	i	26%	4%
Cc1ccc(CN2C(=O)CCC2C(=O)NCC2CCCO2)cc1 (stereo unspecified)	-5%	10%	-1%	-11%	4%	23	i	2%	-7%
CCOC(=O)CN1CC23C=CC(O2)C(C(=O)Nc2ccc(F)c(C)c2)C3C1=O (stereo unspecified)	-11%	18%	-3%[9.22 µM]	-3%	17%	0	i	16%	-19%
COc1ccc(/C=C(\NC(=O)c2ccco2)C(=O)Nc2ccc(C(C)=O)cc2)cc1	35%	1%	?	-2%	0%	i	i	26%	2%
COc1cccc(N2CCN(CC(=O)N3CCN(S(=O)(=O)c4ccc(Cl)cc4)CC3)CC2)c1	-7%	-12%	11%	-10%	-8%	5	i	-12%	3%
Cc1ccc2c(Cn3ccnc3)cc(=O)oc2c1C	-12%	-6%	1%	·	6%	19	i	2%	-2%
COc1ccc(CNc2nc(-c3ccco3)nn2S(=O)(=O)c2ccc(Cl)cc2)cc1OC	-3%	·	·	-9%	·	·	?	10%	·
N#C/C(=C\c1ccc(-c2cccc([N+](=O)[O-])c2)o1)C(=O)N1CCOCC1	31%	-3%	-74%[inhibitor]	10%	-5%	-27	i	10%	17%
COc1cccc(/C=N/NC(=O)CSc2nnc(C)n2-c2ccccc2)c1OC	-13%	1%	-2%	-20%	-8%	-15	i	-7%	-1%
COC(=O)[C@H](C)NC(=O)Nc1cccc(C)c1	1%	9%	-11%	1%	17%	2	i	?	5%
CCc1nc2ccc(C(=O)NCCOc3ccc(OC)cc3)cn2c1N(C)Cc1ccc(N(C)C)cc1	-25%	?	·	-16%	26%	-2	i	0%	·
Cc1onc(-c2ccccc2)c1C(=O)OCc1nnc(-c2ccccc2)o1	0%	-8%	?	-18%	-6%	-8	i	-4%	-7%
CC(=O)Oc1cc(O)c2c(=O)c(OC(C)=O)c(-c3ccc(OC(C)=O)c(OC(C)=O)c3)oc2c1	-8%	-6%	-3%	-12%	-7%	63	?	-13%	50%
Cc1ccc(/C=N\NC(=O)c2cncc(Br)c2)o1	0%	-1%	-33%[inhibitor]	1%	-6%	-11	i	?	-5%
CC(C)C(c1nnnn1Cc1ccco1)N1CCN(C2CCCC2)CC1 (stereo unspecified)	-40%	2%	-2%	-2%	5%	5	i	12%	?
CC1CC(C)CN(c2nc(N(C)c3ccccc3)nc(N)c2[N+](=O)[O-])C1 (stereo unspecified)	-23%	-20%	-6%	·	-25%	50	?	-2%	?
O=C(c1ccc(F)cc1)N(Cc1ccco1)C1CCS(=O)(=O)C1 (stereo unspecified)	9%	9%	-7%	3%	7%	-9	i	4%	-1%

Individual results from the entries so far.
Value for `Cc1onc(-c2ccccc2)c1C(=O)OCc1nnc(-c2ccccc2)o1` under HT1080NT lethal: -8%
Value for `CCc1nc2ccc(C(=O)NCCOc3ccc(OC)cc3)cn2c1N(C)Cc1ccc(N(C)C)cc1` under IL-1B inflam inh: -2

The listing continues.
mol	HepG2 tox	HT1080NT lethal	SW480 rerep	ATXN2 expr inh	HT1080 IDH1KD tx	IL-1B inflam inh	S2 tox	KB-3-1 cytotox	MCF10A rereplic
CC1(C)COC(/C=C/c2cccc([N+](=O)[O-])c2)=N1	-23%	?	?	?	?	-107*	?	?	14µM*
O=C(CSc1nnc(-c2ccccn2)o1)Nc1ccccc1Cl	-13%	-4%	-7%	-13%	-4%	-2	i	-6%	1%
COc1ccc(N(C)C(=O)Cn2c(=O)oc3ccccc32)c(OC)c1	2%	8%	-7%	-2%	9%	-10	i	14%	-2%
O=C(CN1CCN(c2ccccc2)CC1)NC(=O)NCc1ccco1	4%	10%	2%	-4%	12%	-5	i	-1%	0%
c1ccc(COC2CCCN(Cc3nc(-c4cnccn4)no3)C2)cc1 (stereo unspecified)	-2%	-10%	-1%	9%	-13%	39	i	-3%	-21%
COC(=O)[C@@]12C[C@@H](CC(=O)NCCCCc3ccccc3)C(=O)N(Cc3ccccc3)C1=CCC(C)(C)C2	·	?	·	·	?	?	·	?	·
O=C(O)c1ccc(-n2cccc2/C=C2/NC(=O)N(c3cccc(Cl)c3)C2=O)cc1	-2%	-13%	3%	-36%	-5%	-23	?	0%	3%
O=C(CN(C(=O)CCC(=O)Nc1nccs1)c1ccc2c(c1)OCO2)NCc1ccc(F)cc1	2%	-20%	3%	1%	-5%	1	i	1%	-10%
NC(=O)C1CCN(S(=O)(=O)c2cc3c4c(c2)CCN4C(=O)CC3)CC1	-18%	-1%	0%	-10%	-2%	5	i	9%	0%
CC(C)c1ccc2[nH]c3nc(SCC(=O)N4CCOCC4)nnc3c2c1	-25%	-15%	-10%	0%	-19%	24	i	0%	2%
C/C(CC(=O)Nc1ccc(C)c(Cl)c1)=N\NC(=O)c1ccco1	-18%	-3%	-2%	29%	-16%	-10	i	-2%	18µM*
O=c1oc2ccccc2cc1N1CCOCC1	-4%	19%	0%	-16%	6%	19	i	-8%	?
O=C(CC(=O)c1ccccc1)CC(O)(C=Cc1ccccc1)c1ccccc1 (stereo unspecified)	-11%	-21%	?	0%	?	-10	?	4%	?
Cc1ccc(NC(=O)CSc2nnc(-c3ccccc3C)o2)cc1C	-31%	23%	-2%	37%	4%	?	i	-2%	9%
COC(=O)c1ccc(N2CCN(C(C)=O)CC2)c(NC(=O)COc2ccccc2C)c1	-7%	-25%	0%	-13%	-19%	-10	i	-4%	-25%
O=C(N/N=C/c1cccnc1)c1ccccc1OCc1ccc(Br)cc1	-33%	-5%	-2%	-15%	?	1	·	0%	2%
COc1ccccc1N1CCN(CC(=O)Nc2c(C)n(C)n(-c3ccccc3)c2=O)CC1	0%	8%	-5%	8%	13%	24	i	15%	-3%
CN(Cc1ccccc1)C(=O)c1ccc(NC2=NC3CS(=O)(=O)CC3S2)cc1 (stereo unspecified)	-5%	0%	-2%	-7%	3%	7	i	13%	1%
CCOCCn1c(=O)c2c(nc3n2CCN3c2ccc(CC)cc2)n(C)c1=O	-2%	0%	-1%	2%	1%	54	i	18%	2%
CC(=O)Nc1ccc(S(=O)(=O)NCCc2cn3nc(C)c(C)nc3n2)cc1	5%	6%	-1%	·	8%	-2	·	2%	-1%
CCc1ccc([C@@H]2CC(=O)[C@@H]3CN(S(=O)(=O)c4ccc(Cl)cc4)[C@H](c4ccc(C)cc4)C[C@@H]3N2S(=O)(=O)c2ccc(C)cc2)cc1	7%	13%	·	14%	17%	34	i	0%	·
Cc1ccc(NC(=O)COC(=O)c2ccc(=O)n(Cc3ccccc3)n2)cc1F	-3%	5%	2%	4%	0%	16	i	22%	0%
CC(C)N1CCC(C)(C(=O)Nc2ccccc2Oc2ccccc2)C1 (stereo unspecified)	-9%	17%	·	12%	2%	6	i	1%	·
N#Cc1c(NC(=O)CSc2nc(N)cc(=O)[nH]2)sc2c1CCCC2	-6%	-11%	-6%	-14%	-22%	69	i	?	28%

Not a hit list; any-hit rate near 8.9%.
